DT40 TDP1 CPT: DT40-hTDP1 cell growth loss with CPT; chicken DT40 Tdp1-/-;hTDP1 cells + 20 nM CPT, ATP luminescence, 48 h; hit rate 12% among 420,000; AID 686979; Potency, µM (highest dose often 46.2 µM), inactives show at the highest dose activity change, negative = growth inhibition, actives largely listed as inhibitors; also: nearly all actives have a fitted effect of over 55% in size
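Chicken DT40 Tdp1-/- cells stably complemented with human TDP1 were seeded at 400 cells/well in medium containing 20 nM camptothecin, exposed to pin-transferred compounds, and grown at 37 °C for at least 48 hr. Viability was read as ATP luminescence.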
KAT2A inh: inhibitors of human GCN5L2 histone acetyltransferase. hit rate 0.21% among 390,000. Potency, µM (top dose mostly 58.9 µM), for inactives: at the top dose activity change, negative = inhibition, actives largely listed as inhibitors. Q92830. GCN5L2 HAT assay, ThioGlo1 CoA-SH fluorescence. AID 504327
Target sequence (Q92830 whole entry, looked up): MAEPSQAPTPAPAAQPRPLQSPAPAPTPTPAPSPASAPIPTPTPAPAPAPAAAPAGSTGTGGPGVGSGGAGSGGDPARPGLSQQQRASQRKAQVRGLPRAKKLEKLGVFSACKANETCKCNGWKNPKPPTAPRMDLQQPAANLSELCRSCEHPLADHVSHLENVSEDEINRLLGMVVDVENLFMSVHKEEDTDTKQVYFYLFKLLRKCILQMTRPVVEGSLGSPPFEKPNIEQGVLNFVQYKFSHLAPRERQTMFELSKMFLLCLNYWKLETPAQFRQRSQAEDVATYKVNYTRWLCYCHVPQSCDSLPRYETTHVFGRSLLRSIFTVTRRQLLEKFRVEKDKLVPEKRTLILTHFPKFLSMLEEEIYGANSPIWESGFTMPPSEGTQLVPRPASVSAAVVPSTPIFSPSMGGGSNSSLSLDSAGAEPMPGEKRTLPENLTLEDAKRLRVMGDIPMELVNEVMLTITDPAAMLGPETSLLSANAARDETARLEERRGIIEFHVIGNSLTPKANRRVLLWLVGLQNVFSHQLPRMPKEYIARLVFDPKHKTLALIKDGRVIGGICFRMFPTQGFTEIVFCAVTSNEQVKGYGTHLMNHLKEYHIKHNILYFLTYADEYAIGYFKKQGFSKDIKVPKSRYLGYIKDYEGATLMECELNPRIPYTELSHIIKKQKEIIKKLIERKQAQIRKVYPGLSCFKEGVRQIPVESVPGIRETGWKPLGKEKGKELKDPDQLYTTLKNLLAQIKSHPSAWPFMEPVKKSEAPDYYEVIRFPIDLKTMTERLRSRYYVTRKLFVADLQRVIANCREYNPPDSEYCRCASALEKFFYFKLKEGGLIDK
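Enzyme at 20nM final was mixed with library compounds for 15 min at room temperature. Peptide H3(1-25) at 75uM, acetyl-CoA at 70uM and ThioGlo1 at 50uM were then added. Plates were read immediately and after 20 min (Ex340nm/Em540nm).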
TDP1 cell noCPT: qHTS for Inhibitors of human tyrosyl-DNA phosphodiesterase 1 (TDP1): qHTS in cells in absence of CPT. DT40 Tdp1-/- hTDP1 cells, no CPT, ATP luminescence, 48 h. Potency, µM (top dose mostly 46.2 µM), without a hit: top-dose activity change, negative = growth inhibition, actives largely listed as inhibitors. hit rate 15% among 420,000. AID 686978, 2013; also: nearly all actives have a fitted effect of over 55% in size
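DT40 Tdp1-/-;hTDP1 cells, no CPT (DMSO vehicle only), 400 cells/well; compounds pin-transferred; ≥48 hr, 37 °C; CellTiter-Glo 30 min RT dark, luminescence read.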
* hit, by the source's call; & = joins results of further samples. Calls follow the shape of the dose curve; as a rule, active = well fitted curve in the direction sought with a large enough effect; inconclusive = small, poorly fitted or top-dose-only effect, or another doubt; inactive = no such curve, though single readings can be large; an effect the other way counts as inactive or inconclusive. % is scaled to controls: 0 for no effect and ±100 for the full control effect; potency is read from the fitted curve at half-maximal effect.

`CCN(C[C@H]1N[C@@](CC)(C(=O)OC)[C@H]2C(=O)N(Cc3ccccc3)C(=O)[C@@H]12)C(=O)Nc1ccc(OC)cc1` gave DT40 TDP1 CPT 0.2%, KAT2A inh -3.6% and TDP1 cell noCPT -29.7%.
CCOC(=O)CSc1ncnc2c1cnn2-c1ccccc1 was read as DT40 TDP1 CPT inconclusive, KAT2A inh -15.4% and TDP1 cell noCPT 0.3%.
COc1ccc(NS(=O)(=O)c2c(C)nc3scc(C)n3c2=O)cc1 was read as DT40 TDP1 CPT -4.9%, KAT2A inh -10.9% and TDP1 cell noCPT inconclusive.
CC1CCCC(C)N1C(=O)Cn1c(SCC(=O)Nc2ccc3c(c2)OCO3)nc2ccccc21 (stereo not given) was read as DT40 TDP1 CPT -28.5%, KAT2A inh -4.9% and TDP1 cell noCPT -27.7%.
For O=C(NCC1CCCO1)c1ccc2c(=O)n(CC3CCCO3)c(SCC(=O)N3CCCC3)nc2c1 (stereo not given) the results were DT40 TDP1 CPT -6.8%, KAT2A inh -2.4% and TDP1 cell noCPT 0.231µM*.
`Nc1nc(N)c2c(n1)CN(Cc1ccc(Cl)cc1)C2` gave DT40 TDP1 CPT inconclusive and TDP1 cell noCPT inconclusive.
C=CCC[C@H](Cc1ccc(F)cc1)C(=O)OC[C@H](Cc1c[nH]c2ccccc12)NC(=O)[C@@H](CC=C)CC(=O)NCCO was read as DT40 TDP1 CPT inconclusive, KAT2A inh -1.5% and TDP1 cell noCPT inconclusive.
For CCOC(=O)N1CCN(C(=O)CN(C2CCCCC2)S(=O)(=O)c2ccc(Cl)cc2)CC1 the results were DT40 TDP1 CPT -20.6%, KAT2A inh -7.4% and TDP1 cell noCPT -10.2%.
`C=CCn1c(-c2ccncc2)n[nH]c1=S` gave DT40 TDP1 CPT -6.4%, KAT2A inh inconclusive and TDP1 cell noCPT 6.7%.
`CCN(CC(=O)Nc1ccccc1OC)C(=O)CSCC(=O)Nc1cccc(C)c1` gave DT40 TDP1 CPT -18.2% and TDP1 cell noCPT -6.0%.
`CCOc1ccc(C(=O)Nc2cccc(-c3cc4ccccc4oc3=O)c2)cc1[N+](=O)[O-]` gave DT40 TDP1 CPT 23.1µM*, KAT2A inh -0.8% and TDP1 cell noCPT 23.1µM*.
`O=C(CN1CCOCC1)NCCNC(=O)CN1CCOCC1` gave DT40 TDP1 CPT -8.5%, KAT2A inh 2.1% and TDP1 cell noCPT -5.2%.
Screening CN(C)C(=O)N1CCN(C(=O)N(C)C)CC1 returned DT40 TDP1 CPT -9.5%, KAT2A inh -14.3% and TDP1 cell noCPT -8.8%.
`CCOC(=O)c1c(-c2ccc(C)cc2)csc1NC(=O)c1cc(=O)c2cc(Cl)ccc2o1` gave DT40 TDP1 CPT 2.2%, KAT2A inh -4.5% and TDP1 cell noCPT 4.61µM*.
For Cc1ccc(S(=O)(=O)Cc2ccc(C(=O)N3CCN(c4ccccn4)CC3)o2)cc1 the results were DT40 TDP1 CPT 11.6µM*, KAT2A inh -0.6% and TDP1 cell noCPT inconclusive.
CCNc1nc(NCC)n2c(SCC(=O)c3ccc(C(C)C)cc3)nnc2n1 was read as DT40 TDP1 CPT 23.1µM*, KAT2A inh 3.3% and TDP1 cell noCPT 25.9µM*.
`Cc1ccsc1C(=O)N(c1nc2ccccc2s1)c1c(C)cccc1C` gave DT40 TDP1 CPT inconclusive, KAT2A inh -8.4% and TDP1 cell noCPT 23.1µM*.
For Cc1ccc(C)c(OCCC(=O)NNC(=O)c2ccncc2)c1 the results were DT40 TDP1 CPT -4.0%, KAT2A inh -0.8% and TDP1 cell noCPT -21.3%.
For NCCc1nnc(SCC(N)=O)o1 the results were DT40 TDP1 CPT -27.2%, KAT2A inh 1.6% and TDP1 cell noCPT -2.7%.
Cc1c(C(C)C)c(=O)n(-c2ccc(S(=O)(=O)NCc3ccccc3)cc2)n1C was read as DT40 TDP1 CPT inconclusive, KAT2A inh -6.2% and TDP1 cell noCPT 8.2µM*.
Screening COc1ccc(NC(=O)C2(C)CCCN2C(=O)C(C)C)cc1OC (stereo not given) returned DT40 TDP1 CPT -12.6% and TDP1 cell noCPT -1.6%.
Cc1ccc(S(=O)(=O)Nc2cc(C(=O)O)ccc2N2CCCCC2)cc1 was read as DT40 TDP1 CPT 1.4%, KAT2A inh -11.6% and TDP1 cell noCPT -20.1%.
For Cc1cccc(OCc2nnc(SCC(=O)N3c4ccccc4Sc4ccc(Cl)cc43)o2)c1 the results were DT40 TDP1 CPT inconclusive, KAT2A inh -4.5% and TDP1 cell noCPT inconclusive.
Screening CCn1c(SCC(=O)N/N=C/c2cc(OC)c(OC)c(OC)c2)nc2ccccc21 returned DT40 TDP1 CPT inconclusive, KAT2A inh -3.7% and TDP1 cell noCPT inconclusive.
Screening O=C(NNS(=O)(=O)c1ccc(F)cc1)c1ccccc1F returned DT40 TDP1 CPT -10.6%, KAT2A inh -7.4% and TDP1 cell noCPT 4.0%.
For CCc1ccccc1NC(=O)CNC(=O)c1cccc(S(=O)(=O)N2CCN(Cc3ccccc3)CC2)c1 the results were DT40 TDP1 CPT -28.4%, KAT2A inh -16.6% and TDP1 cell noCPT inconclusive.
O=C(CSc1nc2c(oc3ccccc32)c(=O)n1CC1CCCO1)NCc1ccccc1 (stereo not given) was read as DT40 TDP1 CPT inconclusive, KAT2A inh -6.4% and TDP1 cell noCPT inconclusive.
CCOC(=O)N1CCN(Cc2nc3cc(NC(=O)c4cccc(C)c4)ccc3n2C(C)C)CC1 was read as DT40 TDP1 CPT 0.92µM*, KAT2A inh -8.9% and TDP1 cell noCPT 0.731µM*.
For Cc1ccc(OCCn2c(C3CC(=O)N(Cc4ccccc4)C3)nc3ccccc32)cc1 (stereo not given) the results were DT40 TDP1 CPT inconclusive, KAT2A inh -3.2% and TDP1 cell noCPT 14.6µM*.
For C=Cc1ccc(CSc2nnc(C)n3c2cc2occc23)cc1 the results were DT40 TDP1 CPT inconclusive, KAT2A inh -8.0% and TDP1 cell noCPT inconclusive.
Screening CC(NS(=O)(=O)c1ccc2ccccc2c1)c1ccccn1 (stereo not given) returned DT40 TDP1 CPT 1.2%, KAT2A inh -2.3% and TDP1 cell noCPT -3.2%.
Cc1onc(-c2c(F)cccc2Cl)c1C(=O)c1ccccc1O was read as DT40 TDP1 CPT -28.5%, KAT2A inh -3.9% and TDP1 cell noCPT inconclusive.
For Cc1cccc(C(C)C)c1NC(=O)CSc1nncn1C the results were DT40 TDP1 CPT -3.0%, KAT2A inh 1.7% and TDP1 cell noCPT -5.3%.
Screening O=C(COc1ccc(Br)cc1)Nc1ccc(C(=O)OC2CCCCC2)cc1 returned DT40 TDP1 CPT inconclusive, KAT2A inh 1.5% and TDP1 cell noCPT inconclusive.
For CCOc1cc(NC(=O)c2ccco2)c(OCC)cc1NC(=O)CCc1ccccc1OC the results were DT40 TDP1 CPT 9.2µM*, KAT2A inh 2.2% and TDP1 cell noCPT 7.31µM*.
COc1ccc([N+](=O)[O-])cc1NC(=O)COC(=O)c1ccccn1 was read as DT40 TDP1 CPT -3.9%, KAT2A inh 15.3% and TDP1 cell noCPT -17.2%.
CCc1cccc(CC)c1-n1c(SCc2cc(=O)n3ccsc3n2)nnc1-c1cccnc1 was read as DT40 TDP1 CPT -30.2%, KAT2A inh -11.6% and TDP1 cell noCPT -36.2%.
O=C(Cn1ncc(Cl)c(Cl)c1=O)NC(=O)NC1CCCCC1 was read as DT40 TDP1 CPT 2.91µM*, KAT2A inh -13.3% and TDP1 cell noCPT 2.91µM*.
CC[C@]1(O)C[C@@H]2CN(CCc3c([nH]c4ccccc34)[C@](C(=O)OC)(c3cc4c(cc3OC)N(C)[C@H]3[C@](O)(C(=O)OC)[C@@H](C(=O)OC)[C@@]5(CC)C=CCN6CC[C@@]43[C@@H]65)C2)C1 was read as DT40 TDP1 CPT 0.0841µM*, KAT2A inh -18.0% and TDP1 cell noCPT 0.106µM*.
`Cc1ccc(-c2onc(C)c2C)cc1S(=O)(=O)Nc1cccc(Cl)c1C` gave DT40 TDP1 CPT inconclusive, KAT2A inh -0.3% and TDP1 cell noCPT inconclusive.
Cc1nnc(N2CCCC(C(=O)Nc3cc(F)ccc3F)C2)c2nn(-c3ccccc3)c(C)c12 (stereo not given) was read as DT40 TDP1 CPT 13µM*, KAT2A inh -15.5%&-6.7% and TDP1 cell noCPT 23.1µM*.
CN(C(=O)COC(=O)c1cccnc1Cl)C1CCCCC1 was read as DT40 TDP1 CPT 0.5%, KAT2A inh -4.1% and TDP1 cell noCPT -5.8%.
CN(C)/C=C(\C#N)S(=O)(=O)c1ccccc1 was read as DT40 TDP1 CPT -7.9%, KAT2A inh -2.8% and TDP1 cell noCPT -22.9%.
For CCOc1ccc(C(=O)N[C@H](C(=O)Nc2cccc(S(=O)(=O)N3CCOCC3)c2)C(C)C)cc1 the results were DT40 TDP1 CPT inconclusive, KAT2A inh 0.0% and TDP1 cell noCPT -25.5%.
Screening Cc1ccc(CNC(=O)c2cccc3c2C(=O)c2ccc(N4CCC(C)CC4)cc2S3(=O)=O)cc1 returned DT40 TDP1 CPT inconclusive, KAT2A inh 3.5% and TDP1 cell noCPT inconclusive.

Fetched by compound from the entries so far:
COc1ccc([N+](=O)[O-])cc1NC(=O)COC(=O)c1ccccn1 was read as DT40 TDP1 CPT -3.9%, KAT2A inh 15.3% and TDP1 cell noCPT -17.2%.
Screening Cc1ccc(CNC(=O)c2cccc3c2C(=O)c2ccc(N4CCC(C)CC4)cc2S3(=O)=O)cc1 returned DT40 TDP1 CPT inconclusive, KAT2A inh 3.5% and TDP1 cell noCPT inconclusive.

(next part)
Cc1nc(C#N)nc(Oc2ccccc2)c1Cl was read as DT40 TDP1 CPT -13.0% and TDP1 cell noCPT -24.1%.
COc1ccc(-c2[nH]ncc2-c2csc(C)n2)c(O)c1 was read as DT40 TDP1 CPT inconclusive, KAT2A inh inconclusive and TDP1 cell noCPT inconclusive.
For O=C(CNCC1CCCO1)N1CCN(S(=O)(=O)c2ccc3ccccc3c2)CC1 (stereo not given) the results were DT40 TDP1 CPT inconclusive, KAT2A inh 2.6% and TDP1 cell noCPT -7.5%.
c1ccc(CC2CCN(c3nc4ccccc4n4cnnc34)CC2)cc1 was read as DT40 TDP1 CPT -8.5%, KAT2A inh -9.4% and TDP1 cell noCPT -8.6%.
For O=C1CC[C@@H](C(=O)N2CSC[C@@H]2C(=O)Nc2ccc(C(F)(F)F)cc2)N1 the results were DT40 TDP1 CPT -1.1% and TDP1 cell noCPT -23.9%.
Screening COc1cc(C(=O)OCc2cccc(OC)c2OC)ccc1OCC(=O)N1CCOCC1 returned DT40 TDP1 CPT -27.5%, KAT2A inh -4.9% and TDP1 cell noCPT 3.3%.
Screening COc1cc(NC(=O)CCCC(=O)OCC(F)(F)C(F)F)nc(OC)n1 returned DT40 TDP1 CPT 0.1%, KAT2A inh 2.5% and TDP1 cell noCPT 1.4%.
Screening COc1ccc(CNCC(O)COc2cccc3c2OC(C)(C)C3)cc1 (stereo not given) returned DT40 TDP1 CPT 9.2µM*, KAT2A inh -3.2% and TDP1 cell noCPT 8.2µM*.
`Cc1onc(-c2c(Cl)cccc2Cl)c1C(=O)N=S(C)(=O)c1ccccc1` (stereo not given) gave DT40 TDP1 CPT -0.2%, KAT2A inh inconclusive and TDP1 cell noCPT -4.6%.
For CC1CCCCN1S(=O)(=O)c1coc(C(N)=O)c1 (stereo not given) the results were DT40 TDP1 CPT -1.3%, KAT2A inh 2.7% and TDP1 cell noCPT 0.1%.
CCOc1ccc(/C=C(\C#N)C(=O)c2c(C)[nH]c3ccccc23)cc1OC was read as DT40 TDP1 CPT 18.0%, KAT2A inh -13.2% and TDP1 cell noCPT inconclusive.
CCc1nn(C)c(N)c1C was read as DT40 TDP1 CPT -2.2%, KAT2A inh -21.4% and TDP1 cell noCPT 2.9%.

Gathered by group: those above with a furan ring, fused or not
For Cc1ccc(S(=O)(=O)Cc2ccc(C(=O)N3CCN(c4ccccn4)CC3)o2)cc1 the results were DT40 TDP1 CPT 11.6µM*, KAT2A inh -0.6% and TDP1 cell noCPT inconclusive.
O=C(CSc1nc2c(oc3ccccc32)c(=O)n1CC1CCCO1)NCc1ccccc1 (stereo not given) was read as DT40 TDP1 CPT inconclusive, KAT2A inh -6.4% and TDP1 cell noCPT inconclusive.
For C=Cc1ccc(CSc2nnc(C)n3c2cc2occc23)cc1 the results were DT40 TDP1 CPT inconclusive, KAT2A inh -8.0% and TDP1 cell noCPT inconclusive.
For CCOc1cc(NC(=O)c2ccco2)c(OCC)cc1NC(=O)CCc1ccccc1OC the results were DT40 TDP1 CPT 9.2µM*, KAT2A inh 2.2% and TDP1 cell noCPT 7.31µM*.
For CC1CCCCN1S(=O)(=O)c1coc(C(N)=O)c1 (stereo not given) the results were DT40 TDP1 CPT -1.3%, KAT2A inh 2.7% and TDP1 cell noCPT 0.1%.

High-throughput results as filed in PubChem BioAssay.
